Screening data as filed in PubChem BioAssay.
aDG glyco up: activators of alpha-DG glycosylation, primary screen, uHTS, Pro5-aDG cells, AlphaScreen; alpha-DG glycosylation AlphaScreen (IIH6); 0% Pro5, 100% B10-LARGE cell signal; activation, % at 10 µM; 360,000 compounds, 0.22% hits; AID 624168, 2012;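 active = activation of at least 8% versus controls, or a plate z-score of at least 8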;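 also: Pro5 are CHO cells carrying HIG-tagged alpha-DG that lacks glycosylation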
PDI inh: inhibitors of human PDI, primary screen, biochemical, turbidity, single point, plate reader. Protein disulfide-isomerase (Homo sapiens), P07237. PDI insulin aggregation turbidity, A650, 90 min. inhibition, % at 10 µM. 350,000 compounds, 0.052% hits. AID 588391, 2011;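 active = mean inhibition across replicates of 30% or more, whatever share of single replicates reach that level; inconclusive = mean inhibition below 30% while every single replicate reaches 30%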;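 also: absorbance from insulin aggregation driven by PDI reduction with DTT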
Target sequence (P07237 whole entry, looked up): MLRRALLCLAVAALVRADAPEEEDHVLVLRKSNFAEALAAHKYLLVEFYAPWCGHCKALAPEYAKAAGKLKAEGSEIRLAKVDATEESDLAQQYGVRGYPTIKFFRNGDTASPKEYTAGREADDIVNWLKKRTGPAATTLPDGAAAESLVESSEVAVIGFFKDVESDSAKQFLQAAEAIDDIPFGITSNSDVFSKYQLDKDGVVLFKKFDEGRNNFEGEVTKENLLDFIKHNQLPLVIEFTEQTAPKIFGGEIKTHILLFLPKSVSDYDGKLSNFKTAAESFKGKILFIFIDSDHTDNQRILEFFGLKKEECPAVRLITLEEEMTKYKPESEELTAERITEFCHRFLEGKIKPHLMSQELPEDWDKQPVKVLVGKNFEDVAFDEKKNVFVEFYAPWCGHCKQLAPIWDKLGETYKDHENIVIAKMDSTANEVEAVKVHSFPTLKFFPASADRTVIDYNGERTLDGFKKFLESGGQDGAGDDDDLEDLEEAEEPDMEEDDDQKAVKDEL
ABCB6 inh MLPCN: ABCB6 transporter inhibitors, primary screen, K562-ABCB6 cells, flow cytometry, MLPCN library; K562-ABCB6 porphyrin accumulation, 1 h; active compounds read low; fluorescence ratio to DMSO, % at 10 µM; 360,000 compounds, 0.19% hits;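 active = fluorescence ratio to DMSO below 75%, the collection mean minus 3 SD; inconclusive = too few cells collected in the well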;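 also: signal is porphyrin accumulated inside mitochondria; 100% equals median channel fluorescence of DMSO control wells; lower ratio means ABCB6 inhibition with less porphyrin fluorescence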
Vif inh: HIV Vif self-association inhibitors, primary screen, imaging, HEK293T, single point; HEK293T cells, Vif self-association by quenched fluorescence, 24 h; inhibition, % at 7.49 µM; 340,000 compounds, 0.35% hits; in the data active = inhibition above about 50%, passing the limit was not always enough; inconclusive = no clear call, values can overlap the other calls; inactive = below about 31%; also: some results filed as inactive read as strong as hits
H9c2 protect: cardioprotection against H2O2-induced cell death, primary screen, uHTS, H9c2 cells, ATPLite luminescence. H9c2 cardiomyocytes, H2O2 injury protection, 2 h. protection from H2O2 cell death, % at 20 µM. 360,000 compounds, 0.63% hits;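 active = compounds giving at least 50% protection of heart cells from peroxide-induced death in the single-dose screen, raw or plate-pattern-corrected value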;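 also: 0% = DMSO wells with peroxide and 100% = DMSO wells without peroxide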
Granule exo inh: LAMP-1 surface exposure blockers, TALL-104 cells – cell-based, flow cytometry, MLPCN library, primary screen. TALL-104 LAMP-1 surface exposure; cells stimulated with thapsigargin and PMA. inhibition, % at 10 µM. 360,000 compounds, 0.66% hits. AID 651702, 2012;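 active = inhibition above about 55%, limit read from the data; inconclusive = no clear call, values can overlap the other calls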
CaV13 FRET inh: Primary screen for inhibitors of IQ motif and Ca2+-dependent inactivation inhibitor domain binding in CACNA1D, Förster resonance energy transfer in living cells, …; inhibition, % at 12.3 µM; 340,000 compounds, 0.098% hits; AID 743397; HEK cells, CFP/YFP FRET ICDI-IQ, plate reader, 10 min; percent FRET-ratio fall versus neutral wells;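 active = mean replicate inhibition of at least 30% and at least 1% of replicates passing that level; inconclusive = only one of the two criteria is met; inactive = neither criterion is met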;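 also: 0% = median of the neutral control wells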
HTR2A ag: mouse Htr2a agonists via beta-arrestin recruitment, primary screen, cell-based, luminescence; 5-hydroxytryptamine receptor 2A (Mus musculus), P35363; CHO-K1 mHTR2A beta-arrestin complementation; percent of 30 µM serotonin response; activation, % at 7.6 µM; 360,000 compounds, 0.66% hits; AID 624169, 2012;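 active = activation above a run cutoff, the mean activation of all tested compounds plus 3 SD, cut at about 14% in these data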;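 also: 0% = plate median of compound wells and 100% = 30 µM serotonin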
Target sequence (P35363 whole entry, looked up): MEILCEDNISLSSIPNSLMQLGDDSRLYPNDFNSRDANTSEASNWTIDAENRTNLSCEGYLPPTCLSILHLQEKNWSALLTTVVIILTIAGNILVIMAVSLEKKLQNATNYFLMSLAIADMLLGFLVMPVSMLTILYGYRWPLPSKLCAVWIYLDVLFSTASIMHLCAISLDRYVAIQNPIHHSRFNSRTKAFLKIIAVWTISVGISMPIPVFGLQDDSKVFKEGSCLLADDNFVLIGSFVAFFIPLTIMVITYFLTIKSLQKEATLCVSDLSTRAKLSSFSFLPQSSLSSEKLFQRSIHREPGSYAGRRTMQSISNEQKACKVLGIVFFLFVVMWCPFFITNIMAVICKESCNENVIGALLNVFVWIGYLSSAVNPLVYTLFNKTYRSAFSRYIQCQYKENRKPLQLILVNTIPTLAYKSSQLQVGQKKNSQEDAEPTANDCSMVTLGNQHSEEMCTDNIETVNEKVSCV
hiPSC survival: enhancers of single-cell hiPSC survival, primary screen, ATPlite luminescence. 360,000 compounds, 0.044% hits. survival enhancement, % at 20 µM. 100% = ROCK inhibitor wells, 0% = DMSO; in the data active = survival enhancement above about 18%;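 also: cells exposed to compounds for 16 hours before the ATP read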
Glyco luc inh: increase of ERlucT glycosylation luciferase signal, primary screen, N-linked glycosylation inhibitor project, D54 ERlucT cells, luminescence, set 2 | D54 ERlucT glycosylation luciferase reporter, 24 h; percent of 100 nM tunicamycin response | reporter increase, % at 12.5 µM | AID 588692, 2011 | 360,000 compounds, 0.23% hits;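 active = mean luciferase reporter signal, scaled so untreated is 0 and the glycosylation-blocking control 100, at or above a set limit in every replicate; inconclusive = mean reaches the limit but not every replicate does; inactive = mean below the limit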;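 also: luciferase carries N-glycosylation sites so blocking glycosylation raises the light; 0% = median of neutral control wells and 100% = median of 100 nM tunicamycin wells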
Starred values were filed as active, the others as inactive; u = inconclusive; x = not tested or not shown.

mol | HTR2A ag | ABCB6 inh MLPCN | PDI inh | Glyco luc inh | H9c2 protect | hiPSC survival | Granule exo inh | aDG glyco up | Vif inh | CaV13 FRET inh
COc1ccc2oc(C(=O)OCC(=O)/C(C#N)=C(\C)N)c(C)c2c1 | 3.5 | 99.0 | -3.5 | -1.7 | -1.9 | 0.2 | 1.4 | 0.4 | -5.4 | 5.6
CCOC(=O)C1=C(COC(=O)CCc2ccc(F)cc2)NC(=O)NC1C (stereo not given) | -1.6 | 97.0 | -2.9 | 0.1 | 12.4 | -2.3 | 5.9 | 0.3 | 1.0 | -5.7
O=S(=O)(Cc1ccccc1Cl)NCCOc1ccccc1 | 1.1 | 97.0 | 8.5 | -0.1 | 3.2 | -0.6 | 4.3 | 0.0 | -6.3 | -15.5
COc1cccc(C2c3[nH]c4ccccc4c3C[C@H]3C(=O)N(C4CCN(Cc5ccccc5)CC4)CC(=O)N23)c1 (stereo not given in full) | -8.4 | 102.0 | -5.5 | 3.5 | 3.4 | -0.7 | 16.5 | 0.9 | -8.1 | -4.2
CSC1=C(C#N)C(c2ccc(Cl)cc2)C2=C(CC(C)(C)CC2=O)N1 (stereo not given) | -8.1 | 98.0 | -4.5 | 1.1 | -0.2 | -0.5 | -3.1 | -0.4 | -4.9 | -5.8
O=C(NC1CCC(O)CC1)c1cc(-c2ccco2)nc2ccccc12 (stereo not given) | 2.6 | 104.0 | -2.2 | -0.3 | 27.0 | 0.8 | -4.4 | -0.2 | -2.8 | -9.9
COc1ccc(CNc2nc(NCc3ccc(OC)c(OC)c3)n(C(=O)c3cccs3)n2)cc1OC | 2.6 | 102.0 | -5.5 | -5.0 | -1.5 | 0.0 | -2.8 | 0.3 | 1.5 | x
CCOc1ccccc1OC(=O)c1cc2ccccc2oc1=O | 0.3 | 97.0 | 4.1 | -0.7 | -2.4 | 3.6 | 6.4 | -0.1 | 17.1 | 0.5
CN1CCN(S(=O)(=O)c2ccc(NC(=O)COc3ccccc3Cl)cc2)CC1 | -4.8 | 92.0 | -0.3 | -0.8 | -3.4 | 0.9 | 2.7 | 0.5 | -12.9 | -5.1
O=C(/C=C/c1ccccc1[N+](=O)[O-])Nc1cccc(S(=O)(=O)NC2=NCCCCC2)c1 | -1.9 | 100.0 | 8.1 | 1.0 | -0.1 | -3.0 | -2.8 | 0.3 | -13.0 | x
CCC(=O)NNC(=O)c1cc(COc2cc(Cl)cc(Cl)c2)on1 | 0.6 | 101.0 | -0.5 | 1.3 | -2.1 | -0.1 | -1.0 | -0.1 | 12.1 | -4.4
COC(=O)CSC1=C(C#N)C(c2ccsc2)CC(=O)N1 (stereo not given) | -2.0 | 94.0 | 3.6 | 12.5 | 16.4 | 0.6 | -0.3 | -0.1 | 0.5 | -4.6
COc1ccccc1NS(=O)(=O)c1cc(NC(=O)c2cnccn2)ccc1N1CCOCC1 | -2.9 | 98.0 | 7.3 | -3.6 | 9.2 | -0.3 | 0.1 | -0.1 | 1.5 | -10.2
Cc1ccc(C(=O)NC(=S)N2CCCC2)cc1 | -2.7 | 99.0 | 2.2 | 0.9 | -4.4 | 0.4 | 1.6 | 0.1 | -5.1 | -6.2
CCN1CCN(c2oc(-c3ccc(OC)cc3)nc2C#N)CC1 | 2.5 | 98.0 | 0.3 | 1.6 | -6.2 | 3.7 | -0.2 | 0.2 | -4.1 | -8.1
O=C(NCC1CCCO1)c1ccc(NC(=O)C2C3C=CC(C3)C2C(=O)O)cc1 (stereo not given) | 3.0 | 100.0 | -3.5 | 3.9 | 0.4 | -0.2 | -1.4 | -0.3 | 14.6 | -4.2
O=c1[nH]c(CN2CCc3ccccc32)nc2scc(-c3cccs3)c12 | 3.3 | 91.0 | 1.4 | -1.6 | 5.0 | -4.3 | 9.1 | 0.0 | -0.5 | -2.0
Cc1ccc(CSc2nnc(-c3cccc4ccccc34)o2)cc1 | 0.9 | 101.0 | 6.6 | 4.6 | -5.6 | 1.4 | -4.5 | -0.2 | -7.0 | -5.6
CCOc1ccc(NC(=O)CCC(=O)c2ccc(Br)cc2)cc1 | -3.1 | 100.0 | 0.3 | -1.8 | -2.4 | -0.7 | -5.6 | -0.1 | 2.6 | -2.7
CC(=O)N1CCc2ccc(NC(=O)c3c(-c4c(Cl)cccc4Cl)noc3C)cc21 | 2.8 | 96.0 | 2.9 | 2.5 | 1.2 | -0.7 | 8.4 | -0.2 | 5.1 | -20.2
CC(C)c1nnc(NC(=O)CC23CC4CC(CC(C4)C2)C3)s1 | 8.0 | 94.0 | x | 2.3 | -2.6 | -0.8 | -0.9 | 0.0 | -5.2 | 6.0
COc1ccc(-n2cnnc2SCC(=O)NC2CC2)cc1 | 10.3 | 89.0 | -4.4 | 0.4 | 3.4 | -2.8 | -7.1 | -0.2 | x | -13.3
O=C(CCCc1c[nH]c2ccccc12)NCc1ccc2c(c1)OCO2 | -5.8 | 97.0 | 3.7 | 0.1 | -4.3 | 0.1 | -1.6 | 0.3 | 3.6 | x
Cc1ccc2nc(-c3ccccc3)c(NC(=O)c3ccco3)n2c1 | 0.0 | 104.0 | -4.0 | 2.1 | 0.5 | 2.3 | -1.8 | 0.0 | x | -4.7
CCCCN(C(=O)C1CCCC1)c1c(N)n(Cc2ccccc2)c(=O)[nH]c1=O | 2.6 | 99.0 | -0.5 | -0.9 | 1.3 | -1.2 | -1.9 | 0.0 | 0.6 | -5.1
CC(C)OCCCNC(=O)c1ccccc1Oc1ccccc1 | -10.0 | 104.0 | -0.5 | 0.5 | -2.9 | -0.6 | 4.6 | 0.2 | x | -6.5
CC(=O)Nc1ccc(C2(c3ccc(NC(C)=O)cc3)NC(=O)c3ccccc32)cc1 | 4.8 | 100.0 | 4.4 | 2.0 | -0.8 | 0.1 | -6.4 | 0.5 | u | -20.4
CCCCCOC(=O)NCC(O)c1ccccc1 (stereo not given) | -0.3 | 103.0 | 0.6 | -4.4 | -2.8 | -0.1 | -1.3 | -0.1 | -1.3 | -4.3
O=C(COc1cc(F)ccc1[N+](=O)[O-])NCC1CCCO1 (stereo not given) | -0.2 | 97.0 | -6.5 | 0.9 | -5.7 | -2.2 | -4.4 | 0.7 | 1.5 | -6.6
CCCCCc1c(C)nc(NCc2ccccc2)[nH]c1=O | 8.4 | 88.0 | -2.2 | -0.4 | -8.6 | -0.4 | 3.6 | 0.1 | -5.4 | -8.4
CC(C)(C)c1ccc(C(O)c2ncc(-c3ccccc3)[nH]2)cc1 (stereo not given) | 2.4 | 99.0 | 0.2 | -0.6 | -6.6 | -1.8 | -1.6 | 0.0 | -3.5 | -4.3
COc1ccc(Cl)cc1NC(=S)Nc1ccccc1C | -2.0 | 102.0 | 8.6 | 0.7 | -5.5 | -1.2 | 25.9 | 0.1 | 2.3 | -4.6
Cc1ccc(S(=O)(=O)N2CCC(C(=O)NNC(=O)c3ccccc3O)CC2)cc1 | -8.7 | 97.0 | -1.4 | -3.5 | 29.1 | -0.3 | 1.8 | -0.3 | -1.8 | -6.1
CCc1c(C)nc2cc(-c3ccc(OC)c(OC)c3)nn2c1N1CCC(C)CC1 | -2.2 | 108.0 | -5.2 | -3.6 | -2.6 | 1.3 | 10.2 | 0.4 | -4.3 | -5.1
O=C(COC(=O)c1ccccn1)NNC(=O)c1ccc([N+](=O)[O-])cc1 | -1.7 | 96.0 | 2.3 | 2.0 | -1.4 | -0.5 | -3.4 | 0.4 | 33.0 | -7.1
COc1cc2c(cc1NC(=O)c1cc(-c3cccnc3)nc3ccc(C)cc13)oc1ccccc12 | 5.3 | 97.0 | -3.7 | 2.6 | -8.6 | 0.2 | -4.2 | -0.5 | 3.8 | -9.6
COc1ccc([C@@H](NC(=O)OC(C)(C)C)C(=O)OC(C)(C)C)cc1 | -3.1 | 95.0 | -5.7 | 0.7 | 0.8 | -1.0 | 18.2 | 0.4 | -4.5 | -4.9
Cc1cc(Oc2nc3c(C)cccn3c(=O)c2/C=C(\C#N)S(=O)(=O)c2ccc(Cl)cc2)ccc1Cl | 1.2 | 84.0 | -9.7 | 6.2 | -8.3 | -1.4 | 0.8 | 0.0 | -1.4 | -17.3
COC(=O)C[C@@H]1C=C[C@@H](NC(=O)C2CCC2)[C@@H](CO)O1 | 5.0 | x | x | x | x | x | 1.9 | 0.3 | x | -3.9
CC1(NC(=O)COc2ccccc2-c2ccccc2)CCS(=O)(=O)C1 (stereo not given) | -2.0 | 96.0 | -0.4 | -0.1 | -1.5 | 3.8 | 1.0 | -0.2 | -3.2 | x
Cc1cc(C)cc(OCCCCCNCCO)c1 | -0.8 | 93.0 | -5.6 | -0.7 | 7.6 | -2.1 | 1.2 | 0.1 | x | -8.4
O=C(Nc1cccc(Cl)c1)O/N=C\c1ccncc1 | -0.2 | 99.0 | -8.3 | -0.1 | 1.6 | -2.3 | -3.1 | 0.3 | x | -6.6
COC(=O)CC(CC(=O)OC)n1cccc1 | 2.4 | 93.0 | -1.3 | 1.2 | -0.3 | 1.6 | 16.6 | 0.0 | 12.4 | -12.1
COc1cccc(C2CC(C(F)(F)F)n3ncc(C(=O)NCC4CCCO4)c3N2)c1 (stereo not given) | 4.1 | 98.0 | 1.3 | 3.4 | -0.6 | 1.4 | 2.5 | -0.1 | 8.5 | -8.7
Cc1nc2ccc(S(=O)(=O)NC(C(=O)Nc3nc4ccc(Cl)cc4s3)C(C)C)cc2s1 (stereo not given) | 10.3 | 102.0 | -3.4 | 6.4 | 0.5 | 3.3 | 11.9 | 0.1 | 7.1 | -1.0
CCc1ccc(-n2c(=S)sc3c(=O)n(-c4ccccc4)c(SCC(=O)O)nc32)cc1 | 3.5 | 90.0 | -3.6 | 2.4 | 0.7 | 0.2 | 17.6 | 0.1 | -9.4 | -4.2

Single records (already shown).
Entry for Cc1cc(Oc2nc3c(C)cccn3c(=O)c2/C=C(\C#N)S(=O)(=O)c2ccc(Cl)cc2)ccc1Cl → HTR2A ag: 1.2; ABCB6 inh MLPCN: 84.0; PDI inh: -9.7; Glyco luc inh: 6.2; H9c2 protect: -8.3; hiPSC survival: -1.4; Granule exo inh: 0.8; aDG glyco up: 0.0; Vif inh: -1.4; CaV13 FRET inh: -17.3
Entry for COc1cccc(C2CC(C(F)(F)F)n3ncc(C(=O)NCC4CCCO4)c3N2)c1 (stereo not given) → HTR2A ag: 4.1; ABCB6 inh MLPCN: 98.0; PDI inh: 1.3; Glyco luc inh: 3.4; H9c2 protect: -0.6; hiPSC survival: 1.4; Granule exo inh: 2.5; aDG glyco up: -0.1; Vif inh: 8.5; CaV13 FRET inh: -8.7
